Salmonella PhoP GFP: inhibitors of PhoP regulon expression, primary screen, Salmonella Typhimurium, GFP reporter (AID 1863). S. Typhimurium PhoP-regulated promoter GFP reporter, 4 h; higher % means a stronger effect. inhibition, % at 50 µM; hits with a dose series show IC50 in µM. 300,000 compounds, 0.16% hits;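 active = inhibition over 29.93%, a cutoff 3 SD above the screen mean, later confirmed by dose response; inconclusive = inhibition over 29.93% but no dose response follow-up; inactive = inhibition at most 29.93% or unconfirmed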;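 also: 0% = low Mg2+ inducing control and 100% = high Mg2+ repressing control; strong numbers were not always called active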
human PMI inhibitors: human PMI inhibitors, high substrate, primary screen, biochemical, fluorescence intensity, high mannose 6-phosphate (AID 1220); 190,000 compounds, 0.66% hits; recombinant PMI enzyme, coupled fluorescence intensity; higher % means a stronger effect; Mannose-6-phosphate isomerase (Homo sapiens); inhibition, % at 20 µM, or IC50 in µM where a hit was titrated; in the data active = inhibition above about 50%
M17LAP inhibition: P. falciparum M17LAP inhibitors, primary screen, biochemical, fluorogenic H-Leu-NHMec substrate, 1536-well (AID 1619) | Leucine aminopeptidase (Plasmodium falciparum (isolate 3D7)) | recombinant M17LAP, H-Leu-NHMec fluorogenic kinetic assay; higher % means a stronger effect | inhibition, % at 30 µM, or IC50 in µM where a hit was titrated | 220,000 compounds, 0.38% hits;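 active = compound inhibiting the enzyme by more than half at any dose during confirmatory dose-response retesting; inconclusive = strong single-dose inhibitors picked by rank but not retested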;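 also: plate controls were full reaction with DMSO carrier for no effect and no enzyme background for full effect; strong numbers were not always called active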
West Nile antiviral: West Nile virus antiviral activity, cell-based, CPE readout (AID 1621); West Nile virus-infected cells, CPE inhibition; higher % means a stronger effect; one-dose CPE inhibition, % at 10 µM; IC50 in µM for titrated hits; 290,000 compounds, 0.02% hits; in the data active = a potency from the dose series; inconclusive = CPE inhibition mostly from about 3.7% at the one dose, without a potency; inactive = the rest, 99 in 100 with CPE inhibition below about 2.2%; also: strong numbers were not always called active
ER stress rescue: rescue of cells from ER stress-induced death, primary screen, 384-well, CSM14.1, thapsigargin, ATP luminescence (AID 1222); CSM14.1 thapsigargin-induced death rescue, ATP luminescence; higher % means a stronger effect; 190,000 tested, under 10 active; cellular ATP content (survival), % at 20 µM, or EC50 in µM where a hit was titrated;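 active = EC50 below 50 µM in the dose-response confirmation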;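 also: death triggered by thapsigargin at about 15 µM added after 2 h compound pretreatment; cell ATP read after overnight thapsigargin exposure of roughly 18 to 22 hours; normalized against plate controls of thapsigargin alone and 5% DMSO vehicle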
P. falciparum M1AAP: P. falciparum M1AAP inhibitors, biochemical, fluorogenic H-Leu-NHMec substrate, 1536-well (AID 1445) | recombinant M1AAP, H-Leu-NHMec fluorogenic kinetic assay; higher % means a stronger effect | Aminopeptidase N (Plasmodium falciparum (isolate 3D7)) | one-dose inhibition, % at 30 µM; IC50 in µM for titrated hits | 220,000 compounds, 0.42% hits;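 active = primary inhibition above the hit cutoff, then over 50% inhibition at one or more dose response concentrations, cut at about 23% in these data, passing the limit was not always enough; inconclusive = conflicting primary data, or primary hits not chosen for dose response; inactive = low primary inhibition, or under 50% at every dose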;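 also: plate controls were DMSO full reaction for no effect and no enzyme background for full effect; strong numbers were not always called active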
SIAH1 antagonists: Siah-1 peptide-binding antagonists, primary screen, biochemical, fluorescence polarization, rhodamine-plectin, uHTS (AID 1817) | 290,000 compounds, 0.02% hits | Siah-1 / rhodamine-plectin peptide fluorescence polarization; higher % means a stronger effect | one-dose displacement, % at 20 µM; IC50 in µM for titrated hits | E3 ubiquitin-protein ligase SIAH1 (Homo sapiens);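 active = displacement of at least 50% at 20 µM, with a fluorescence ratio check between 0.3 and a set limit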;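 also: plate controls were Siah plus tracer with DMSO for no effect and tracer alone without Siah for full effect; strong numbers were not always called active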
XIAP displacement: XIAP antagonists, biochemical, IAP family, fluorescence polarization (AID 1018). E3 ubiquitin-protein ligase XIAP (Homo sapiens). XIAP BIR domain, fluorescence polarization peptide displacement; higher % means a stronger effect. displacement, % at 20 µM, or IC50 in µM where a hit was titrated. 200,000 compounds, 0.007% hits; in the data active = displacement above about 50%; also: a part of the inactive calls stands beside numbers as strong as those of hits
Yfh1-depleted yeast: enhancers of respiration in Yfh1-depleted yeast, dose response, Friedreich's ataxia, plus single-dose screen (AID 1465); S. cerevisiae Yfh1-off respiration, WST-1 reduction, 72 h; higher fold induction means a stronger effect; one-dose fold induction at 50 µM; EC50 in µM for titrated hits; 220,000 compounds, 0.074% hits;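 active = fold induction of absorbance versus untreated yeast above a set limit, then at least 30% activation at any dose in follow-up; inconclusive = repeats straddling the limit, or above it without dose testing; inactive = fold induction below the set limit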;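 also: activators that raise dye reduction in frataxin-depleted yeast; strong numbers were not always called active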
* hit, by the source's call; i = inactive; ? = inconclusive; . = no result given.

1: CC(Sc1ccccc1)C(=O)NN=C1CCCCCCC1 (stereo unspecified)
2: COC(=O)C(Cc1ccccc1)N1CCS(=O)(=O)CC1 (stereo unspecified)
3: CCc1nnc(NC(=O)c2cc(S(=O)(=O)N3CCCCC3)ccc2N2CCOCC2)s1
4: S=C(NCc1ccco1)N/N=C/c1ccncc1
5: O=[N+]([O-])c1ccc(Oc2cnc3ccccc3n2)cc1
6: CCSc1nc2c(c(=O)[nH]1)C(c1ccc(C)cc1)C1=C(CCCC1=O)N2 (stereo unspecified)
7: O=C(/C(N=Nc1cccc([N+](=O)[O-])c1)=C(/O)c1ccc(Br)cc1)C(F)(F)F
8: COc1ccccc1NC(=S)N(Cc1cccnc1)Cc1ccccc1Cl
9: O=C(O)CCS(=O)(=O)Cc1ccccc1F
10: Cc1cc(C(=O)COC(=O)c2ccc(N)c([N+](=O)[O-])c2)c(C)n1-c1ccc2c(c1)OCO2
Compound	1	2	3	4	5	6	7	8	9	10
Salmonella PhoP GFP	5%	0%	-6%	-8%	0%	5%	-5%	-1%	5%	10%
human PMI inhibitors	-2%	-4%	10%	.	-11%	1%	.	1%	-3%	21%
M17LAP inhibition	1%	-3%	3%	6%	3%	-10%	-1%	-3%	4%	16%
West Nile antiviral	0.3%	0.2%	0.6%	0.7%	.	-0.2%	?	-0.2%	0.8%	-1.6%
ER stress rescue	15%	-0.2%	-0.6%	.	-1.7%	-0.2%	.	-1.1%	-0.6%	0.8%
P. falciparum M1AAP	2%	1%	2%	3%	2%	8%	15%	1%	-2%	5%
SIAH1 antagonists	2%	4%	5%	14%	-6%	2%	7%	2%	-5%	4%
XIAP displacement	-3.6%	-2.7%	-9.6%	.	-12%	0.6%	.	-4.9%	-1.3%	-7.1%
Yfh1-depleted yeast	i	i	i	i	.	i	i	i	i	i

11: COc1ccc(S(=O)(=O)N2CCOC2CNC(=O)C(=O)NCCc2ccc(OC)c(OC)c2)cc1 (stereo unspecified)
12: Cc1ccc(NS(=O)(=O)c2ccc(C(=O)N3CCCN(C)CC3)cc2)cc1
13: CCOc1ccc(C(=O)N[C@H](C(=O)O)C(C)C)cc1
14: N#Cc1ccccc1OCC(=O)NCC1(N2CCCCC2)CCCCC1
15: CC1(C)CC(=O)C2=C(C1)OC(N)=C(C#N)C2Cc1ccccc1 (stereo unspecified)
16: COc1cc(NC(=O)c2noc3c2CCC3)c(OC)cc1Cl
17: O=C(/C=C/c1ccc([N+](=O)[O-])cc1)Nc1cccnc1
18: O=c1cc(O)c2sc(Nc3cccc(C(F)(F)F)c3)nc2[nH]1
19: CN(C)c1oc(-c2ccccc2Cl)nc1P(=O)(c1ccccc1)c1ccccc1
20: O=C1OC(c2ccccc2)C2(CCCC2)C(=O)C12CCCC2 (stereo unspecified)
Compound	11	12	13	14	15	16	17	18	19	20
Salmonella PhoP GFP	2%	1%	6%	7%	-4%	-5%	9%	-3%	22%	-14%
human PMI inhibitors	0%	.	-2%	2%	10%	11%	0%	.	3%	0%
M17LAP inhibition	-9%	-3%	55%	-10%	8%	-14%	-5%	32%	-5%	-10%
West Nile antiviral	-1.7%	-0.4%	1.0%	-0.3%	0.7%	-0.2%	-0.3%	-0.1%	0.2%	-1.1%
ER stress rescue	-0.3%	.	-1.3%	-0.9%	-1.1%	-2.6%	-1.5%	-4.9%	0.1%	-2.8%
P. falciparum M1AAP	-2%	4%	4%	-2%	5%	13%	16%	6%	2%	11%
SIAH1 antagonists	5%	.	-2%	-4%	1%	-12%	-4%	-8%	4%	0%
XIAP displacement	-3.4%	.	-4.2%	-4.4%	-1.6%	2.1%	-2.9%	-19%	-3.3%	-3.0%
Yfh1-depleted yeast	i	i	i	i	i	i	i	i	i	i

21: CCOc1cc(S(=O)(=O)NCc2cccs2)ccc1Cl
22: O=C(Nc1ccc(-c2nc3ccccc3s2)c(OC(=O)c2ccccc2)c1)c1ccccc1
23: CC(=O)Nc1ccc(-c2csc(NC(=O)c3ccc(C)o3)n2)cc1
24: O=C(CSc1ncn[nH]1)Nc1ccc(Cl)c(Cl)c1
25: COc1cc(NC(=O)c2cnc(N)o2)cc(C(=O)Nc2cccc(C(F)(F)F)c2)c1
26: O=C(NC(Cc1c[nH]c2ccccc12)C(=O)NCCCN1CCOCC1)c1cccs1 (stereo unspecified)
27: O=C(O)CCCCNS(=O)(=O)/C=C/c1ccccc1
28: CC1CN(CC(=O)NN=C(c2ccccc2)c2ccccc2)CC(C)O1 (stereo unspecified)
29: CCCN1CCN(C(=O)Cn2ncc3ccccc32)CC1
30: CC(C)NC(=O)c1ccccc1-c1ccccc1
Compound	21	22	23	24	25	26	27	28	29	30
Salmonella PhoP GFP	2%	6%	13%	7%	0%	8%	-5%	7%	9%	4%
human PMI inhibitors	6%	3%	-3%	14%	.	11%	6%	0%	1%	-1%
M17LAP inhibition	-7%	-1%	3%	54%	4%	-2%	-2%	-3%	2%	3%
West Nile antiviral	-0.1%	-0.2%	0.0%	1.2%	0.3%	-0.7%	0.7%	-0.4%	0.9%	0.9%
ER stress rescue	-0.5%	-0.1%	1.8%	2.3%	.	-0.7%	-1.3%	0.1%	-1.3%	-1.7%
P. falciparum M1AAP	-1%	1%	6%	-1%	3%	-3%	2%	3%	2%	-3%
SIAH1 antagonists	3%	2%	6%	15%	-3%	0%	-4%	4%	-1%	25%
XIAP displacement	-3.1%	-0.6%	-3.1%	0.1%	.	27%	-3.9%	-3.8%	-4.5%	-5.4%
Yfh1-depleted yeast	i	i	i	i	i	i	i	i	i	i

Some entries already given with just Salmonella PhoP GFP:
no. | compound | Salmonella PhoP GFP
24 | O=C(CSc1ncn[nH]1)Nc1ccc(Cl)c(Cl)c1 | 7%
28 | CC1CN(CC(=O)NN=C(c2ccccc2)c2ccccc2)CC(C)O1 (stereo unspecified) | 7%
29 | CCCN1CCN(C(=O)Cn2ncc3ccccc32)CC1 | 9%
27 | O=C(O)CCCCNS(=O)(=O)/C=C/c1ccccc1 | -5%

Other records:
31: CC(O)(CS(=O)(=O)Cc1ccccc1)C(=O)Nc1ccc(C(F)(F)F)cc1 (stereo unspecified)
32: CC(C)NC(=O)CSCc1c(F)cccc1Cl
33: Cc1ccc(S(=O)(=O)/N=S(\C)C(C)C)cc1 (stereo unspecified)
34: CCn1c(COc2ccccc2)nc2ccccc21
35: COc1ccc(N2C(=O)Cc3c2nc(N)c(C#N)c3N)cc1
36: CCOC(=O)c1c2c3c(cccc3[nH]c1=O)C(=O)c1ccccc1-2
37: COC(=O)c1ccc(/C=N\NC(=O)c2ccc(C)cc2Cl)cc1
38: COCCNC(=O)C(C)N(c1ccc(Oc2ccccc2)cc1)S(C)(=O)=O (stereo unspecified)
39: CCOc1cc(/C=C2/NC(=O)N(Cc3ccccc3F)C2=O)ccc1O
40: COc1ccc(OC2C(=O)N(c3ccc(F)cc3)C2c2ccc(OC)c(OC)c2)cc1 (stereo unspecified)
Compound	31	32	33	34	35	36	37	38	39	40
Salmonella PhoP GFP	-13%	-3%	-5%	6%	-3%	2%	-3%	-7%	5%	3%
human PMI inhibitors	-14%	3%	-14%	4%	.	-31%	13%	1%	2%	9%
M17LAP inhibition	3%	-12%	-9%	15%	-2%	-2%	14%	1%	4%	-3%
West Nile antiviral	-0.9%	0.0%	-0.2%	-0.1%	0.1%	-0.8%	-0.4%	-0.2%	0.2%	0.0%
ER stress rescue	-0.5%	1.2%	-2.8%	4.0%	.	-1.4%	-0.5%	.	-0.6%	-0.7%
P. falciparum M1AAP	10%	2%	2%	10%	0%	0%	-1%	-10%	10%	2%
SIAH1 antagonists	-3%	-5%	-2%	2%	3%	22%	-2%	8%	6%	2%
XIAP displacement	-3.6%	-9.6%	-2.8%	-6.9%	.	0.4%	0.5%	2.8%	-2.8%	-4.1%
Yfh1-depleted yeast	i	i	i	i	i	i	i	i	i	i

41: COCC(C)NC(=O)c1cc(-c2cccc(OC)c2)on1 (stereo unspecified)
42: CCOc1ccc(NC(=O)Nc2ccc(NC(C)=O)cc2)cc1
43: COc1cc2c(cc1OC)C(C)N(C(=O)c1c(-c3ccccc3)noc1C)CC2 (stereo unspecified)
44: CCOc1cc(C=O)c(Br)cc1OC1CCCC1
45: Cc1ccccc1-n1c(SCC(=O)N(C)C2CCS(=O)(=O)C2)nnc1-c1ccncc1 (stereo unspecified)
46: CC(C)c1onc(C(=O)NCc2cccs2)c1[N+](=O)[O-]
47: Cc1cccc(NC(=O)CCn2nc(C)cc2C)c1
48: COc1cc(NS(=O)(=O)c2cccc3nsnc23)c(C(=O)O)cc1OC
Compound	41	42	43	44	45	46	47	48
Salmonella PhoP GFP	-4%	-2%	-15%	-12%	-4%	0%	0%	8%
human PMI inhibitors	-5%	2%	.	3%	8%	-7%	0%	2%
M17LAP inhibition	9%	50%	7%	-3%	14%	4%	1%	-46%
West Nile antiviral	.	0.0%	-0.1%	0.4%	-0.2%	0.2%	-0.1%	0.2%
ER stress rescue	-1.1%	0.9%	.	-0.8%	0.1%	-14%	-2.1%	-2.1%
P. falciparum M1AAP	8%	-1%	-2%	-2%	4%	-1%	0%	0%
SIAH1 antagonists	-2%	-1%	5%	-5%	-4%	-4%	-3%	-2%
XIAP displacement	-2.2%	-6.7%	.	-4.2%	6.2%	-2.2%	-6.3%	-8.6%
Yfh1-depleted yeast	.	i	i	i	i	i	i	i

2 of these compounds, set out differently.
Screens in order – Salmonella PhoP GFP | human PMI inhibitors | M17LAP inhibition | West Nile antiviral | ER stress rescue | P. falciparum M1AAP | SIAH1 antagonists | XIAP displacement | Yfh1-depleted yeast
42	CCOc1ccc(NC(=O)Nc2ccc(NC(C)=O)cc2)cc1
    -2% | 2% | 50% | 0.0% | 0.9% | -1% | -1% | -6.7% | i
43	COc1cc2c(cc1OC)C(C)N(C(=O)c1c(-c3ccccc3)noc1C)CC2 (stereo unspecified)
    -15% | . | 7% | -0.1% | . | -2% | 5% | . | i

Compound activity: PubChem BioAssay, several laboratories
